Screening data: PubChem, several laboratories
GDH-TPI inh = GDH-TPI coupling enzyme inhibitors, primary screen, artefact control for M. tuberculosis FBA inhibitor project, biochemical, absorbance, full deck; inhibition, % at 4.8 µM; GDH-TPI coupled enzyme counterscreen, NADH absorbance; 1.2% of 360,000 active; AID 588335, 2011; in the data active = inhibition above about 30%;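 note: 0% = DMSO wells and 100% = wells lacking the enzyme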
PfHsp40 rescue = rescue of yeast from PfHsp40 toxicity, primary screen, S. cerevisiae, ATP luminescence; 0.68% of 340,000 active; S. cerevisiae expressing PfHsp40, growth rescue; growth rescue, % at 12.5 µM; in the data active = growth rescue above about 28%, passing the limit was not always enough; inconclusive = no clear call, values can overlap the other calls;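 note: yeast W303a lacking pdr1 and pdr3 grown in galactose medium; growth measured after three days at 30 °C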
BioA inh = M. tuberculosis BioA enzyme inhibitors, primary screen, biochemical, plate reader, single point, HTS. 0.096% of 360,000 active. purified M. tuberculosis BioA enzyme. AID 602481, 2012. inhibition, % at 9.99 µM; in the data active = inhibition above about 40%; inconclusive = no clear call, values can overlap the other calls
BoNT A protease = BoNT/A light chain protease inhibitors, primary screen, biochemical, flow cytometry, MLPCN library. Botulinum neurotoxin type A light chain protease (Clostridium botulinum A str. ATCC 3502). multiplex microsphere protease substrate cleavage. inhibition, % at 10 µM. 0.17% of 360,000 active. AID 588499, 2011; note: plate controls were buffer without enzyme for full effect and enzyme alone for no effect
UGM FP inh = M. tuberculosis UGM enzyme inhibitors, primary screen, biochemical, fluorescence polarization, single point; UDP-galactopyranose mutase (Mycobacterium tuberculosis (strain ATCC 25618 / H37Rv)), …; purified UGM, fluorescence polarization probe displacement; inhibition, % at 10 µM; 0.06% of 320,000 active; in the data active = inhibition above about 10%, passing the limit was not always enough; inconclusive = no clear call, values can overlap the other calls
Target sequence (P9WIQ1 whole entry, looked up): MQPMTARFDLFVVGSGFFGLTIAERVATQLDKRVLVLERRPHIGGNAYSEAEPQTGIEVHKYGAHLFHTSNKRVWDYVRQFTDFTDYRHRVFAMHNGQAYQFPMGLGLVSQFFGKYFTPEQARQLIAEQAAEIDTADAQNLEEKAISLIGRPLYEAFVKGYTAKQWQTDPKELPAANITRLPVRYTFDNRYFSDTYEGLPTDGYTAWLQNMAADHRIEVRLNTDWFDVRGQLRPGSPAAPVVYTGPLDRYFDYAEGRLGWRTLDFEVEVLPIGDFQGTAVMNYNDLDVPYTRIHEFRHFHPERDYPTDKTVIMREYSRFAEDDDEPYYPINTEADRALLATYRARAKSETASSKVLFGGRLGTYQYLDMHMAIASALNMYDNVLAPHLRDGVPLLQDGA
Mtb FBA inh = Mtb FBA enzyme inhibitors, primary screen, biochemical, fluorescence, strain H37Rv; Fructose-bisphosphate aldolase (Mycobacterium tuberculosis (strain ATCC 25618 / H37Rv)), …; AID 588726, 2011; purified M. tuberculosis FBA, fluorescence read-out; inhibition, % at 1 µM; 2.3% of 360,000 active; in the data active = inhibition above about 27%;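 note: 0% = vehicle and 100% = reference inhibitor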
Target sequence (P9WQA3 whole entry, looked up): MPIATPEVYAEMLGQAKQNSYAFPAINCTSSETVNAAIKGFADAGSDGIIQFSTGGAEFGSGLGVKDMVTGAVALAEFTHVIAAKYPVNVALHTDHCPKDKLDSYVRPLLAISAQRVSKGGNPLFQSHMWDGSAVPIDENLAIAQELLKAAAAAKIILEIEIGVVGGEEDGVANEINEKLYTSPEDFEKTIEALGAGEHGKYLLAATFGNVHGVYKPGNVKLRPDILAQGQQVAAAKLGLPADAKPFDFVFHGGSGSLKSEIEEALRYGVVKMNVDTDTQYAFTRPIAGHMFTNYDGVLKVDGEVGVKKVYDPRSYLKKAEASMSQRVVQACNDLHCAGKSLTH
Anthrax LF inh2 = Bacillus anthracis LF protease inhibitors, primary screen, biochemical, multiplex microsphere, MLPCN library. Lethal factor (Bacillus anthracis), P15917. 0.12% of 360,000 active. inhibition, % at 10 µM. multiplex microsphere protease cleavage assay; note: plate controls were buffer without enzyme for full effect and enzyme alone for no effect
FadD28 FP inh = inhibitors of FadD28 bisubstrate probe binding, primary screen, biochemical, fluorescence polarization, single point. Mycobacterium tuberculosis FadD28 fatty-acid-AMP ligase. inhibition, % at 12.5 µM. 0.22% of 360,000 active. AID 588549, 2011; in the data active = inhibition above about 8.5%, passing the limit was not always enough; inconclusive = no clear call, values can overlap the other calls
BoNT F protease = BoNT/F light chain protease inhibitors, primary screen, biochemical, flow cytometry, MLPCN library. Multiplex microsphere protease cleavage assay. Botulinum neurotoxin type F light chain protease (Clostridium botulinum). 0.22% of 360,000 active. inhibition, % at 10 µM. AID 588497, 2011; in the data active = inhibition above about 35%, passing the limit was not always enough; inconclusive = no clear call, values can overlap the other calls; note: plate controls were buffer without enzyme for full effect and enzyme alone for no effect
* = called active by the depositor; ? = inconclusive; / = no result given. Cut-off read from the data, not from the text of the source, unless noted: active = inhibition above about 30%; inconclusive = no clear call, values can overlap the other calls; inactive = below that.

SMILES | GDH-TPI inh | PfHsp40 rescue | BioA inh | BoNT A protease | UGM FP inh | Mtb FBA inh | Anthrax LF inh2 | FadD28 FP inh | BoNT F protease
CC1NC(=O)c2ccccc2-n2c1nc1ccc(F)cc1c2=O (configuration not stated) | 0 | / | -0.8 | -0.8 | / | 1 | -3 | -2.0 | -2
CC(C)NC(=S)Nc1ccc2[nH]c(=O)[nH]c2c1 | 4 | -1.0 | / | -0.3 | 1.3 | -2 | 4 | 0.3 | 9
COCCN1CCN(C(=O)c2ccc3nc(Cc4ccccc4F)oc3c2)CC1 | 3 | 1.0 | -3.4 | -2.2 | -0.2 | 0 | -1 | 0.4 | -5
Fc1ccc(-c2nc3c4ccccc4ccn3c2CC2CCCCC2)cc1 | / | / | -1.3 | 0.2 | / | 7 | -8 | -0.8 | 0
CCC(=O)OCc1c(C(F)(F)F)nn(C)c1Sc1ccc(F)cc1 | -2 | 0.7 | 3.2 | 0.5 | -0.5 | -6 | -10 | -3.7 | -4
CCN(CC)C1Oc2cc3c(cc2C(c2cc(OC)c(OC)c(OC)c2)C1C)OCO3 (configuration not stated) | -6 | -0.3 | / | 0.0 | / | -1 | -14 | 0.1 | -4
COC(CNC(=O)Cc1c(C)nc2c(-c3ccccc3)c(C)nn2c1C)OC | -2 | -1.2 | / | -1.7 | -5.6 | -12 | -8 | -3.0 | -1
c1ccc(CCCNc2ncnc3nc[nH]c23)cc1 | -2 | 0.1 | 2.0 | -0.2 | 2.6 | 2 | -4 | -3.2 | -5
CCOC(=O)CNC(=O)C1(c2ccccc2)CCCC1 | 11 | -1.5 | -0.1 | -1.4 | -1.6 | -3 | 1 | -1.5 | -4
Cc1ccc(N/N=C/c2ccc3c(c2)OCCO3)cc1Cl | 9 | -0.8 | / | 0.9 | 2.5 | 0 | 0 | 0.6 | 1
NC(=O)c1c(NC(=S)Nc2ccccc2)sc2c1CCCC2 | 10 | 0.4 | 0.1 | -1.4 | -1.6 | 0 | -12 | 4.6 | -9
COc1ccccc1NC(=S)Nc1ccccc1F | -1 | -1.6 | 0.1 | 0.4 | 0.1 | 0 | -5 | -2.1 | -4
COc1ccccc1N(C)S(=O)(=O)c1ccc(Cl)c(C(=O)Nc2cccc(C)n2)c1 | -7 | 0.9 | / | -0.9 | -3.7 | 2 | -3 | -0.4 | -10
Cc1ccc(N/N=C/c2cccnc2)cc1 | 19 | 0.6 | 0.1 | -1.8 | 2.7 | 0 | -9 | -1.0 | -10
CC1=Nc2nc(N3CCCCC3)c(C#N)c3c4c(nc(c23)N1)N(c1ccc(C(C)C)cc1)C(=O)C4 | 15 | -1.7 | 0.8 | 10 | 2.5 | 7 | 2 | 2.5 | -1
Cc1cc(C)c(NC(=O)CNC(=O)c2cc([N+](=O)[O-])ccc2N2CCOCC2)c(C)c1 | 14 | -0.6 | / | 2.1 | -1.6 | -3 | -2 | -2.2 | 2
CN(C)c1ccc(NC(=O)Nc2ccc3c(c2)nnn3C)cc1 | -3 | 1.2 | -1.4 | 1.5 | 0.3 | -3 | 2 | -5.3 | -84
c1ccc2[nH]c(C3CC3)nc2c1 | -5 | -0.5 | / | 0.1 | 1.9 | -4 | 3 | -1.3 | 3
Cc1ccc(C2=Nc3ccccc3SC(c3cccc([N+](=O)[O-])c3)C2)cc1 (configuration not stated) | -4 | 0.6 | -1.0 | 0.0 | 1.2 | -7 | -12 | -2.5 | 19
O=C(NCC(c1ccco1)N1CCOCC1)c1c(F)cccc1F (configuration not stated) | 1 | 0.8 | 0.7 | 1.8 | -1.8 | -2 | 9 | 0.5 | 1
O=C(c1sc2cc(F)ccc2c1Cl)N1CCN(c2cccc(Cl)c2)CC1 | 2 | 1.3 | -0.9 | 0.1 | 2.2 | 0 | -2 | -1.9 | -4
O=C(CS(=O)c1cccc(C(F)(F)F)c1)Nc1ccccc1Cl (configuration not stated) | 1 | -0.7 | 0.0 | -1.5 | -0.7 | 0 | -2 | -2.4 | -1
COC(=O)c1ccc(C(=O)OC)c(NC(=O)CCC(=O)O)c1 | 18 | -0.8 | / | 0.5 | -2.2 | 28* | 3 | -1.1 | -2
COc1ccc(NC(=O)C2CCN(S(=O)(=O)c3cn(C)nc3C)CC2)cc1 | 0 | 0.1 | 6.2 | 1.2 | 1.3 | 2 | -3 | -3.5 | -1
O=[N+]([O-])c1ccc(CN2CCN(c3ccccc3)CC2)o1 | 0 | -0.2 | -0.3 | 0.2 | 0.3 | 1 | 19 | 0.2 | -17

Brought forward from above: 4 entries, followed by the next part.
SMILES | GDH-TPI inh | PfHsp40 rescue | BioA inh | BoNT A protease | UGM FP inh | Mtb FBA inh | Anthrax LF inh2 | FadD28 FP inh | BoNT F protease
O=C(CS(=O)c1cccc(C(F)(F)F)c1)Nc1ccccc1Cl (configuration not stated) | 1 | -0.7 | 0.0 | -1.5 | -0.7 | 0 | -2 | -2.4 | -1
COC(=O)c1ccc(C(=O)OC)c(NC(=O)CCC(=O)O)c1 | 18 | -0.8 | / | 0.5 | -2.2 | 28* | 3 | -1.1 | -2
COc1ccc(NC(=O)C2CCN(S(=O)(=O)c3cn(C)nc3C)CC2)cc1 | 0 | 0.1 | 6.2 | 1.2 | 1.3 | 2 | -3 | -3.5 | -1
O=[N+]([O-])c1ccc(CN2CCN(c3ccccc3)CC2)o1 | 0 | -0.2 | -0.3 | 0.2 | 0.3 | 1 | 19 | 0.2 | -17
CC1CC(C)(C)NC(=S)N1CC(=O)N(C)Cc1ccccc1 (configuration not stated) | -5 | 0.3 | / | -0.3 | 0.1 | 9 | -2 | -1.1 | -2
COc1cccc(-c2cc(C(=O)NCCCn3ccnc3)no2)c1 | 9 | 0.9 | -6.8 | 0.5 | 2.6 | -1 | 2 | -0.7 | 6
Cc1[nH]c2ccccc2c1C(=O)NS(=O)(=O)Nc1ccc(F)cc1 | -3 | -1.0 | / | -1.3 | -3.4 | -1 | 1 | 1.5 | -5
O/N=C1\CCCC\C1=C/c1ccccc1 | 9 | -0.9 | -1.6 | -0.8 | -0.9 | 2 | -3 | -1.7 | 1
COC(=O)[C@]1(C)N[C@H](CN(C)C(=O)c2ccc(C)cc2)[C@@H]2C(=O)N(Cc3ccccc3)C(=O)[C@@H]21 | 3 | 5.9 | -1.1 | -0.7 | -0.9 | 0 | -2 | -0.6 | -11
O=C(Nc1cccc(F)c1)c1cccc2c1C(=O)N(C1CCCCC1)C2 | 5 | 0.0 | -1.4 | -2.8 | -0.8 | -2 | -1 | 0.9 | 1
Cc1nn(CCC#N)c2nc(C(F)(F)F)[nH]c(=O)c12 | -2 | -0.3 | 0.1 | -0.6 | 1.9 | 2 | 1 | -3.5 | -2
CC1CCCCC1NC(=O)/C(C#N)=C/c1ccccc1F (configuration not stated) | 7 | 111* | -0.7 | -0.9 | -2.8 | 0 | 0 | -2.5 | -3
O=C1CC(c2ccc3c(c2)OCCO3)Oc2ccccc21 (configuration not stated) | 7 | -1.0 | -1.0 | -0.3 | -1.1 | -1 | 1 | -0.3 | 6
Cc1ccc(-n2nnc3c(=O)n(CC(=O)NCc4ccccc4)cnc32)cc1 | 15 | -0.1 | -3.4 | 0.2 | 0.4 | 3 | -5 | 0.4 | 6
CCC(=O)Nc1ccc(C(=O)OCc2ccccc2Cl)cc1 | -10 | -0.1 | 2.5 | 0.0 | 1.4 | 2 | -10 | -7.3 | 1
CCC(C)(C)n1nnnc1C(c1cccs1)N1CCN(c2nc3ccccc3s2)CC1 (configuration not stated) | 8 | 7.6 | -1.5 | 0.4 | -0.2 | 0 | 1 | -0.9 | 3
COc1ccc2c(=O)cc(-c3ccccc3)n(C)c2c1 | 15 | 1.2 | 4.8 | 0.3 | -0.2 | 2 | -1 | -1.5 | -1
O=C(Nc1ccccc1Cl)NC1(C(=O)NCc2cccnc2)CCCCC1 | -7 | 0.5 | / | -5.1 | -0.6 | -1 | -8 | -1.3 | -8
CCN1CCN(c2nc(Nc3cccc(OC)c3)nc(N)c2[N+](=O)[O-])CC1 | 18 | 1.0 | 0.6 | -2.5 | -0.9 | 1 | 2 | 2.0 | -18
COc1cccc2c1CCc1c-2nc2ccccc2c1C(=O)O | 12 | -0.5 | / | -0.4 | 0.4 | 2 | -6 | -0.2 | -14
Cc1cccnc1NC1CCCCC1 | 5 | -1.9 | / | 0.3 | -1.1 | 6 | -8 | -1.1 | -5
COc1cc(/C=N/N(C)C)ccc1OC(=O)c1cccs1 | 0 | -0.2 | -1.0 | -2.9 | -2.9 | 1 | -1 | -1.9 | -13
CN(C)S(=O)(=O)n1cnc([C@@H]2[C@H]3C(=O)OC[C@@H]3C[C@@]23N=CN(Cc2ccccc2)C3=O)c1 | -1 | -0.8 | 0.8 | -0.1 | 0.3 | -1 | -4 | -2.8 | -2
O=C(OCC(=O)N1CCN(c2ccccc2)CC1)c1ncc(Cl)c(Cl)c1Cl | 6 | 0.6 | / | 3.1 | -0.4 | 5 | 3 | -2.7 | 6
C/C(=N\Nc1nccnc1Cl)c1ccc(Br)cc1 | 6 | -1.2 | -1.2 | 1.1 | -0.1 | -1 | -6 | -0.6 | ?
O=C1C(Cl)=C(NC2CCCCC2)C(=O)N1c1ccc(Cl)cc1 | -4 | -0.5 | -2.0 | 0.3 | -0.1 | -5 | 1 | -3.1 | -5
COC(=O)c1cccc(F)c1C(=O)c1cccc2ccccc12 | 7 | 0.4 | -0.3 | 0.1 | / | 0 | -3 | -6.2 | -8
CC(C)NC(=O)NC(=O)CSc1nnc(COc2ccccc2F)n1C(C)C1CC2CCC1C2 (configuration not stated) | -2 | -0.9 | -0.9 | 1.4 | / | 2 | -1 | -1.9 | 5
Cc1nc2c3ccccc3nc(NNC(=O)CCC(=O)NCCN3CCN(c4ccccc4)CC3)n2n1 | 5 | 1.5 | 0.5 | -1.2 | -0.9 | -3 | -1 | -0.5 | -2

Later entries:
SMILES | GDH-TPI inh | PfHsp40 rescue | BioA inh | BoNT A protease | UGM FP inh | Mtb FBA inh | Anthrax LF inh2 | FadD28 FP inh | BoNT F protease
CCc1nnc(NC(=O)C2CCCO2)s1 (configuration not stated) | -1 | -0.7 | / | 0.2 | -0.3 | 5 | -2 | 0.8 | -12
O=C(CN1CCc2[nH]c3ccccc3c2C1)N1CCCCC1 | 0 | -1.0 | 1.4 | 1.8 | 1.3 | 11 | 3 | -4.4 | -4
Fc1ccc(Br)cc1C1C=C(c2cccnc2)Nc2ncnn21 (configuration not stated) | 0 | 1.7 | -0.5 | -0.2 | 8.2 | 6 | 7 | 0.2 | -7
CC(C)(C)S(=O)(=O)N1Cc2cc(=O)n(Cc3ccccc3)c(CCO)c2[C@@H]1CCO | 12 | -0.4 | -0.3 | -0.9 | / | 12 | 1 | 0.3 | -8
CC(C)n1nnnc1SCC(=O)NCc1cccs1 | 4 | -0.6 | -2.2 | -0.1 | 1.6 | 3 | 0 | 0.3 | -20
C=CCNc1nc(=S)[nH]c2cc(OC)c(OC)cc12 | 12 | 0.4 | / | 0.3 | 0.8 | -5 | 3 | -4.4 | -3
O=C(COc1ccc(Br)cc1CNC1CCCC1)Nc1ccccc1 | 0 | 0.2 | 4.4 | -0.3 | -2.1 | -2 | -2 | -3.6 | -9
Cc1cc(/C=C2\SC(=S)N(C)C2=O)c(C)n1-c1ccc(O)cc1 | 3 | 450* | / | 2.0 | 2.7 | -38 | -2 | -3.4 | -7

Rows are unselected. About 4.7% of those tested had a hit in this group.
